# Screening data deposited in PubChem by The Scripps Research Institute Molecular Screening Center.
# SIAE inh = human SIAE inhibition, primary screen. Q9HAT2. SIAE FP-Rh probe binding, fluorescence polarization. inhibition, % at 9.66 µM. 0.69% of 370,000 active;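 active = inhibition above a cutoff: mean of compounds within the control limits plus 3 SD of those, cut at about 17% in these data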;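 also: 0% = plate median of compound wells and 100% = probe without SIAE protein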
# Target sequence (Q9HAT2 whole entry, looked up): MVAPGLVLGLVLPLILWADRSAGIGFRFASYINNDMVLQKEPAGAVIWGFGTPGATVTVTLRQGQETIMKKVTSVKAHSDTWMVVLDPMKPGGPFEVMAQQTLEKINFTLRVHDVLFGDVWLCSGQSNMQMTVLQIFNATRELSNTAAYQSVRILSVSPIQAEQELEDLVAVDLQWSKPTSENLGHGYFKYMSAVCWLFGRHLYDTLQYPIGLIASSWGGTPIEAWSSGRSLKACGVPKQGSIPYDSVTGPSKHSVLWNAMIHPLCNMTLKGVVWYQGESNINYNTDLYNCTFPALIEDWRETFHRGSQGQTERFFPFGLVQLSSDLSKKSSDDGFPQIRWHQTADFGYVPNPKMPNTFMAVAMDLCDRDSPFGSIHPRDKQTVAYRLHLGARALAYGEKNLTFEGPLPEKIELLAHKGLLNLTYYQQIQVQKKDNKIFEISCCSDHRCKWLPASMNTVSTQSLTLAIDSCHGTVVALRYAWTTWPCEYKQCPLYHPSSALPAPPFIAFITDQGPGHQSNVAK
# PRMT1 inh = PRMT1 (human) inhibition, primary screen. recombinant PRMT1, activity-based probe fluorescence polarization. inhibition, % at 2.79 µM. 1.3% of 370,000 active. AID 652257;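 active = inhibition above about 21% made by adding two undisclosed values, limit read from the data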
# mABHD4 FP = inhibitors of mouse ABHD4; inhibition, % at 8.92 µM; purified mABHD4, FP-Rh probe fluorescence polarization; 0.54% of 370,000 active; AID 720543; Q8VD66;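 active = inhibition exceeding the mean over every tested compound plus 3 SD, cut at about 30% in these data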;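 also: 0% = plate median of compound wells and 100% = S159A mutant with DMSO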
#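 assay system = mABHD4 protein | compound dosing = single nominal dose of 8.92 µM, 0.89% DMSO final | read-out basis = percent inhibition of probe binding, normalized to plate controls | schedule = Enzyme–compound pre-incubation 45 min, then probe 60 min, both 25 °C | detection = fluorescence polarization, excitation 525 nm, emission 598 nm, BODIPY TMR filters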
# TCR CD3 inh = blocks the human TCR-CD3 interaction; 0.37% of 360,000 active; inhibition, % at 9.4 µM; TAMRA-labeled TCR probe fluorescence, biochemical; in the data active = inhibition above about 19%;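 also: recombinant mutant TCR 2C K166C tagged with TAMRA read by polarization; 0% = receptor in buffer alone and 100% = receptor with positive control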
# PG9 binder = binds the HIV-1 gp120 antibody PG9; TR-FRET gp120-PG9 antibody binding; 0.43% of 360,000 active; inhibition, % at 6.7 µM; AID 624416; in the data active = inhibition above about 8.5%
# LEDGF integ inh = blocks HIV-1 LEDGF/p75-dependent DNA integration; TR-FRET IN-LEDGF/p75 DNA integration, Eu/Cy5; inhibition, % at 3.7 µM; 0.64% of 370,000 active;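 active = inhibition above the screen-wide mean plus 3 SD, cut at about 13% in these data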;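 also: signal is the Cy5 over europium emission ratio at 671 and 618 nm; 0% = plate median of compound wells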
# HTRA1 inh = blocks human HTRA1 serine peptidase | Q92743 | recombinant HTRA1, FP-rhodamine activity-based probe, fluorescence polarization | inhibition, % at 5.96 µM | 0.5% of 340,000 active; in the data active = inhibition above about 36%;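 also: 0% = enzyme with DMSO and 100% = wells lacking enzyme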
# TDP2 absorb = blocks human TDP2 phosphodiesterase activity; O95551; recombinant TDP2, T5PNP hydrolysis, p-nitrophenol absorbance 415 nm; inhibition, % at 12.8 µM; 0.34% of 370,000 active;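 active = inhibition above the mean of all tested compounds plus 3 SD, set per campaign, cut at about 25% in these data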;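 also: 0% = DMSO with enzyme and 100% = buffer with substrate but no TDP2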
#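 Test system: Human TDP2 enzyme | Reagent: 5 mM T5PNP | Compound dosing: 12.8 µM single point, 1% DMSO | Incubation: Enzyme reaction with compound for 2 h at 37 °C | Technique: p-Nitrophenol epi absorbance | Read-out: % inhibition relative to enzyme-containing and enzyme-free wells | Benchmarks: High control without enzyme, low control DMSO plus TDP2 | Replicates: Singlicate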
# Tn7 DDE FP = inhibitors of Tn7 peptide binding to human fibrin DD(E) | P02675 | FP displacement of FITC-Tn7 peptide from fibrin DD(E); 0% = median of compound wells per plate | inhibition, % at 8.3 µM | 0.13% of 370,000 active | AID 720508;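 active = inhibition above the mean of compounds falling within the control limits plus 3 SD of them, cut at about 14% in these data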;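 also: 0% = plate median of compound wells and 100% = 10 µM Aha-Tn7 peptide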
# Target sequence (P02675 whole entry, looked up): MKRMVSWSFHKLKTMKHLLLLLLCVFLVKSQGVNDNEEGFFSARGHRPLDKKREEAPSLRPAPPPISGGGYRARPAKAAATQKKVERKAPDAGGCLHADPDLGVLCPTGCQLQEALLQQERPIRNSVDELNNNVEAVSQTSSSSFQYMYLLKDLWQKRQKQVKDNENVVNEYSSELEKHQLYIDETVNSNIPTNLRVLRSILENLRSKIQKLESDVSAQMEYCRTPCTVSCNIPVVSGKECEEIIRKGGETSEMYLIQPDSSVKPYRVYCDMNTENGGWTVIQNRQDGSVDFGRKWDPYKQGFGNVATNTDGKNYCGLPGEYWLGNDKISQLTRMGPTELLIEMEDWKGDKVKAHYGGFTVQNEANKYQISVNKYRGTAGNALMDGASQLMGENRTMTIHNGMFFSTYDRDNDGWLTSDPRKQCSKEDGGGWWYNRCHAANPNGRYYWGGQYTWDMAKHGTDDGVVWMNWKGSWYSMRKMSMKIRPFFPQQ
#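 assay system = human clot-derived fibrin DD(E) complex | quantity = Fibrin-DD(E) at 2 µM final | timing = 10 min preincubation, 3 h with tracer, room temperature | signal = fluorescence polarization | measure = percent inhibition | benchmarks = high control wells with 10 µM unlabelled Aha-Tn7 peptide (full inhibition) | replicates = singlicate testing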
# UHRF1 MBD2 ctr = blocks human UHRF1 binding to methylated DNA. inhibition, % at 4.4 µM. UHRF1 binding to methylated oligo, TR-FRET. Q96T88. 0.75% of 370,000 active; in the data active = inhibition above about 21%;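 also: UHRF1 SRA domain binding a hemimethylated CpG hairpin DNA probe; 0% = median of test compound wells and 100% = reference inhibitor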
# The depositor's hits bear a star; nt = not tested or not shown. Rows are unselected, and some 4.2% of all compounds hit somewhere here.
Structure	HTRA1 inh	UHRF1 MBD2 ctr	SIAE inh	LEDGF integ inh	PRMT1 inh	mABHD4 FP	PG9 binder	TDP2 absorb	Tn7 DDE FP	TCR CD3 inh
CCOCCCn1c(=S)[nH]c2cc(C(=O)N3CCN(C)CC3)ccc2c1=O	6	1	3	1	-1	-2	-0.7	13	0	-2
O=C(COc1ccc(F)cc1)NCCNC(=O)COc1ccc(F)cc1	5	-1	-7	3	-2	2	-2.4	-1	-5	0
COCc1[nH]nc2c1C(c1ccc(C)cc1)N(Cc1ccccc1)C2=O (centres undefined)	nt	2	-1	0	0	-5	-1.1	-2	13	4
COc1cc(C(=O)NCc2nnc(SCC(=O)N3CCOCC3)o2)cc(OC)c1OC	5	0	-3	3	0	2	-0.8	-5	2	-7
COc1ccc(S(=O)(=O)N2CCOCC2)cc1NC(=O)C1COc2ccccc2O1 (centres undefined)	-7	1	-6	-3	0	-1	-0.1	-4	6	4
COc1ccc(-c2noc(C3CCCN(C(=O)NC4CCC(C)CC4)C3)n2)cc1 (centres undefined)	nt	-2	8	-3	2	0	nt	6	9	nt
CN(C)C(=O)CSc1nnc(Cc2ccc3c(c2)OCO3)o1	-7	0	-4	-1	-3	0	-0.7	-2	0	11
COc1ccc(CCNC(=S)Nc2ccc(C(C)C)cc2)cc1	-20	-2	4	3	-3	-12	0.5	2	4	13
CCCC(=O)Nc1cc(C)cn(Cc2c(F)cccc2Cl)c1=O	2	-2	-2	0	-1	2	-2.1	-1	3	9
CCN(C(=O)CSc1nc(C)nc2sc3c(c12)CCC3)C1CCS(=O)(=O)C1 (centres undefined)	nt	-2	9	-1	-3	7	0.9	8	-2	-1
COc1ccccc1CNC(=O)CCC(=O)N1CCOc2ccc(C)cc21	-5	0	11	0	-2	-1	-0.4	3	6	1
O=C(Nc1ccc(N2CCOCC2)cc1)c1ccc(Cl)cc1N1CCCC1=O	14	-1	4	-3	2	7	-0.9	3	-4	-3
COc1ccc(CNC(=O)CN(c2ccccc2)S(=O)(=O)N(C)C)cc1	-6	1	1	2	-4	2	-1.0	-12	0	12
CCN(CC)S(=O)(=O)c1cccc(C(=O)N/N=C2\CCCC(=O)C2)c1	4	0	5	-7	46*	1	-2.5	-16	25*	-4
COc1cc(C(c2nnnn2C2CCCC2)N2CCc3ccccc3C2)ccc1O (centres undefined)	-4	-2	2	-4	19	3	-1.5	-2	12	1
COC(=O)c1ccc(CNC(=O)c2cc3ccccc3oc2=O)cc1	1	0	-3	5	-2	4	-1.7	-10	-5	5
O=C(NCc1nnc(SCc2ccccc2)n1-c1ccc(F)cc1)C12CC3CC(CC(C3)C1)C2	-14	0	5	0	1	8	-3.0	5	3	2
O=C1CC(SC(=NCc2ccc3c(c2)OCO3)Nc2ccccc2)C(=O)N1c1ccccc1 (centres undefined)	-6	3	-2	4	4	-16	-0.6	-6	1	-2
COc1ccc(C(=O)N(Cc2ccccc2)c2ccc(C)cc2)cc1S(=O)(=O)N1CCOCC1	-7	-3	0	5	-4	-4	-0.7	-11	0	-2
CN(CCS(=O)(=O)c1ccc(Cl)cc1)Cc1cccnc1	6	-1	5	3	-2	-5	-2.2	-11	7	0
CCN(C(=O)CSc1nnc(-c2cccs2)n1N)c1c(N)n(Cc2ccccc2)c(=O)[nH]c1=O	0	0	0	4	3	0	-0.2	4	-1	0
O=C1c2ccccc2S(=O)(=O)N1CC(O)Cn1ccc2ccccc21 (centres undefined)	-3	-3	-19	-1	3	-15	-0.8	5	6	0
O=c1[nH]ncc(N/N=C/c2ccccc2)c1Cl	-13	-3	9	-4	0	-4	-0.1	-2	5	3
COc1cc(OC)cc(C(=O)NCCNc2nc3cc(C)cc(C)c3cc2C#N)c1	-24	-2	-25	5	1	-2	20*	-16	5	5
COc1ccc(Cn2ccc3ccc(-c4ccc5ccn(C(=O)c6ccccc6C)c5c4)cc32)cc1	nt	-4	-7	1	1	-1	nt	4	-4	nt
Cc1c(-c2ccc(OCc3ccccc3)cc2)nc2ccccc2c1C(=O)O	0	-1	0	-2	1	0	0.5	7	-6	0
Cc1c(C(=O)Nc2nnc(SCc3ccccc3Cl)s2)cccc1[N+](=O)[O-]	-4	2	2	0	0	-2	-2.3	-2	11	5
Cc1ccc(S(=O)(=O)NC(=O)COc2cc(C)ccc2C(C)C)cc1	-7	-2	6	4	0	3	-1.2	10	2	5
CC1CCCC(NC(=O)CCC(=O)NCc2ccccc2)C1C (centres undefined)	-2	-4	10	5	-3	-7	-2.0	9	-4	7
CCOC(=O)C1CCCN(c2c(NCCCN(CC)c3cccc(C)c3)c(=O)c2=O)C1 (centres undefined)	-1	1	3	-3	-1	1	-2.5	6	0	0

# Next section; the last 2 above are carried over.
Structure	HTRA1 inh	UHRF1 MBD2 ctr	SIAE inh	LEDGF integ inh	PRMT1 inh	mABHD4 FP	PG9 binder	TDP2 absorb	Tn7 DDE FP	TCR CD3 inh
CC1CCCC(NC(=O)CCC(=O)NCc2ccccc2)C1C (centres undefined)	-2	-4	10	5	-3	-7	-2.0	9	-4	7
CCOC(=O)C1CCCN(c2c(NCCCN(CC)c3cccc(C)c3)c(=O)c2=O)C1 (centres undefined)	-1	1	3	-3	-1	1	-2.5	6	0	0
CCC(CC)C(=O)Nc1ccc(Cl)c(Cl)c1	-16	2	-1	2	1	-14	0.9	-5	-1	-6
CC1CN(S(=O)(=O)c2cc(C(=O)N3CCCCC3C)ccc2Cl)CC(C)O1 (centres undefined)	7	-2	11	0	1	-3	-0.8	3	-5	-3
O=C(COC(=O)c1n[nH]c(=O)c2ccccc12)NC1CCCCC1	9	4	-5	8	2	0	1.9	-16	-4	-6
CCN(c1ccccc1)S(=O)(=O)c1ccc(Cl)c(NC(=O)COC(=O)c2ccc[n+]([O-])c2)c1	5	0	-3	-2	1	-2	0.5	8	-1	-3
COc1ccc(CNC(=O)C(C#N)c2nc3ccccc3nc2N2CCCC2)cc1 (centres undefined)	-4	-2	3	-3	-1	0	0.1	8	1	3
Cc1nnc(NC(=O)CSc2cn(CCNC(=O)c3ccccc3)c3ccccc23)s1	-10	-1	3	-2	7	3	-0.5	0	5	-1
CN(Cc1cnn(-c2ccccc2)c1)C(=O)c1cccc(S(=O)(=O)Nc2ccccc2F)c1	-8	6	-4	-3	3	-4	-2.1	7	3	-3
Cc1ccc(-c2cc(C(=O)N/N=C/c3ccc(Cl)cc3)n[nH]2)o1	-56	3	-17	-1	1	-19	-0.8	-20	-8	-8
CCN(C(=O)C=Cc1ccco1)c1ccccc1	-1	1	0	-4	31*	-5	0.7	-11	-3	-8
CC(C)(C)c1ccc(/C=N/NC(=O)C[n+]2ccccc2)cc1	3	-2	-1	3	-9	-3	0.0	-19	-4	-4
N=c1c2c3c(sc2ncn1CCN1CCOCC1)CCCCC3	-5	1	7	-1	-2	6	-1.2	5	-2	7
COc1ccc(-c2ccc(=O)n(CC(=O)NCC3COCCO3)n2)cc1 (centres undefined)	2	0	-2	5	7	-7	0.6	-4	1	-8
CCOC(=O)N1CCC(NS(=O)(=O)c2ccc(C)cc2)CC1	nt	2	-4	-3	2	2	-1.0	1	-2	-4
O=C(Cn1ncc2c(=O)oc3ccccc3c21)N1CCCN(Cc2ccccc2F)C1	0	0	0	0	3	-2	0.4	-2	11	-2
O=C(CN1CCN(S(=O)(=O)c2ccc(Cl)cc2)CC1)Nc1ccc(N2CCOCC2)cc1	-5	-1	3	5	2	0	-1.2	-1	-4	8
O=C(COC(=O)Cc1n[nH]c(=O)c2ccccc12)NNC(=O)c1ccc(Cl)cc1	8	-3	9	0	1	6	0.8	-6	3	13
Cc1nn(C2CCS(=O)(=O)C2)c(C)c1CN(C)C(=O)c1ccccc1 (centres undefined)	-2	1	1	-6	3	4	-0.7	6	5	-7
O=[N+]([O-])c1cccnc1N1CCC(c2cc(-c3ccc(Cl)cc3)n[nH]2)CC1	-50	0	-35	0	0	-29	-1.9	-1	-8	7
Cc1c(NC(=O)COC(=O)c2ccccc2O)c(=O)n(-c2ccccc2)n1C	0	0	3	-1	4	7	-0.6	5	-3	3
O=C(CCNC(=O)C1CCN(S(=O)(=O)c2ccc(F)cc2)CC1)Nc1ccccc1	-1	0	-3	-3	-1	0	-0.6	-12	2	-2
O=C1C(=O)N(CCN2CCOCC2)C(c2ccncc2)/C1=C(/O)c1ccc2c(c1)OCO2 (centres undefined)	-2	-1	5	2	0	0	-0.2	3	3	4
O=C(COC(=O)c1cccc(S(=O)(=O)N2CCCC2)c1)NCc1ccccc1	0	0	-1	5	-1	-1	-2.3	-1	-5	1
CCOC(=O)c1cc(C)nc(Sc2ccc(C)cc2)c1C#N	-12	1	-4	-5	2	-8	-1.3	-3	-1	0
O=C(Cc1ccc(S(=O)(=O)N2CCOCC2)s1)Nc1cc(C(F)(F)F)cc(C(F)(F)F)c1	-44	0	-44	4	1	-25	-2.9	-3	-1	-1
CCn1c(C(C)C)n[nH]c1=S	0	3	1	4	4	-3	-0.5	-3	4	-5
COc1ccc(-c2ccc(CN3C(C(C)C)C(=O)N(Cc4cn(CCC5OCCCO5)nn4)CCS3(=O)=O)cc2)cc1OC (centres undefined)	-4	-1	-8	-7	5	3	-0.2	-3	7	-7
Cc1ccc(-c2nnc(-c3cccc(Br)c3)o2)cc1	-10	-1	-4	-2	0	-1	0.8	1	-5	-2
COc1cccc(-n2c(COc3ccccc3C)nnc2SCC(=O)O)c1	-2	0	1	-2	-4	1	2.2	-2	-1	2
C[N+](C)(C)C[C@H](O)CC(=O)O	-6	1	-1	-1	3	-4	0.3	4	8	2
CCOc1ccc(NC(=O)CC2C(=O)N(CC)C(=S)N2CCN2CCOCC2)cc1 (centres undefined)	5	6	-8	-2	2	3	-0.3	14	-7	2
COc1cccc(-c2ccc(C#N)c(SCC(=O)NCCc3cccc(Cl)c3)n2)c1	-4	1	3	0	-2	3	22*	1	5	3
COc1ccc2[nH]c(=O)c(CN(Cc3cccnc3)C(=O)Nc3ccccc3)cc2c1	1	0	-3	1	-2	7	0.6	3	1	9
CSc1ccc(/C=N/N2CCN(Cc3ccccc3Cl)CC2)cc1	1	0	0	-1	2	2	-1.5	9	-1	-3
CN(Cc1ccccc1)C(=O)c1ccc2nc([C@@H]3O[C@H](CO)[C@H](O)[C@H](O)[C@H]3O)[nH]c2c1	nt	-2	-11	5	-3	0	-0.3	-9	-4	-2
